Source: PubChem BioAssay
TROY signal inh: TROY signaling inhibition; AID 1347056; 360,000 compounds, 0.98% hits; inhibition, % at 10 µM; Q293 LMP1-TROYcd NF-kB luciferase reporter, 4 h;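 active = compounds whose plate-normalised and pattern-corrected inhibition of the luciferase reporter signal at the single screening dose is 50% or more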
EBV LMP1 NFkB: reduces LMP1-driven NF-kappaB luciferase signal | 350,000 compounds, 0.69% hits | LMP1-induced NF-kappaB luciferase reporter cells, luminescence | inhibition, % at 12.5 µM; in the data active = inhibition above about 41%;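 note: 0% = neutral control wells and 100% = reference inhibitor control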
NR2F2 inh: NR2F2 (human) inhibition, primary screen | P24468 | HEK293T NGFI-A luciferase reporter, luminescence | inhibition, % at 8.6 µM | 370,000 compounds, 0.7% hits | AID 686940;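 active = inhibition above a per-plate cutoff, mean inhibition of test wells between control levels plus 3 SD, cut at about 38% in these data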;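 note: cells cotransfected with COUP-TFII expression vector driving the NGFI-A reporter; 0% = median of COUP-TF2 test wells and 100% = reporter-only cells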
Target sequence (P24468 whole entry, looked up): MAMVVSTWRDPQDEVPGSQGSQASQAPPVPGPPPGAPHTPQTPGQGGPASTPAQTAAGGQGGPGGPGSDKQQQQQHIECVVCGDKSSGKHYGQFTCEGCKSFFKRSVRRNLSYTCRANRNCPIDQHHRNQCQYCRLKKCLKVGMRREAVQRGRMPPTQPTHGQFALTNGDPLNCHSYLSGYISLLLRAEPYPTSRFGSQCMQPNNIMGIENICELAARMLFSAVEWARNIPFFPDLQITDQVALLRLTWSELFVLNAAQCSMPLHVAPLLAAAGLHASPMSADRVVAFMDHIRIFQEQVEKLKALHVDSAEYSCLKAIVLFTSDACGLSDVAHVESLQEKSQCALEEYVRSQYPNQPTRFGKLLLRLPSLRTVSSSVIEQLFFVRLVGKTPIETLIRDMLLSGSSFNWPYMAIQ
NCOA3 inh: inhibitors of human steroid receptor coactivator 3 (SRC3); Q9Y6Q9; HEK293 GAL4-SRC3 luciferase reporter, luminescence; inhibition, % at 3.6 µM; 360,000 compounds, 0.17% hits; AID 588352;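 active = inhibition above a per-campaign cutoff, the mean of all compounds plus 3 SD, cut at about 60% in these data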;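 note: 0% = DMSO-treated cells and 100% = gossypol-treated cells at 36 µM; higher means less SRC3-driven luciferase light from the GAL4 reporter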
CF NFkB inh: inhibitors of cystic fibrosis induced NF-kB. AID 588850. KKLEB NF-kB-GFP reporter, PAF-induced, GFP fluorescence overnight. inhibition, % at 5 µM. 360,000 compounds, 0.86% hits;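 active = at least 50% inhibition at 5 µM, scaled per plate between neutral and stimulator controls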;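 note: PAF is a Pseudomonas aeruginosa culture filtrate used as stimulus; plate controls were PAF-stimulated DMSO wells for no effect and unstimulated DMSO wells for full effect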
KKLEB cytotox: CF airway cell cytotoxicity counter-screen; KKLEB CF airway cells viability, ATPlite luminescence, overnight; hits give low values; cells stimulated with P. aeruginosa culture filtrate; activity change (cytotoxicity), % at 5 µM; 360,000 compounds, 0.36% hits;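 active = corrected activity change at or below -50% at 5 µM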
NR5A2 inv ag: inverse agonists of human LRH-1 (NR5A2); O00482; HEK293T StAR-luciferase reporter, LRH-1 transfected, 24 h; inhibition, % at 3.6 µM; 360,000 compounds, 0.13% hits; AID 602396;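 active = inhibition above the mean inhibition of all tested compounds plus 3 SD, cut at about 73% in these data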;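 note: 0% = DMSO wells and 100% = reporter-only cells lacking LRH-1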
Target sequence (O00482 whole entry, looked up): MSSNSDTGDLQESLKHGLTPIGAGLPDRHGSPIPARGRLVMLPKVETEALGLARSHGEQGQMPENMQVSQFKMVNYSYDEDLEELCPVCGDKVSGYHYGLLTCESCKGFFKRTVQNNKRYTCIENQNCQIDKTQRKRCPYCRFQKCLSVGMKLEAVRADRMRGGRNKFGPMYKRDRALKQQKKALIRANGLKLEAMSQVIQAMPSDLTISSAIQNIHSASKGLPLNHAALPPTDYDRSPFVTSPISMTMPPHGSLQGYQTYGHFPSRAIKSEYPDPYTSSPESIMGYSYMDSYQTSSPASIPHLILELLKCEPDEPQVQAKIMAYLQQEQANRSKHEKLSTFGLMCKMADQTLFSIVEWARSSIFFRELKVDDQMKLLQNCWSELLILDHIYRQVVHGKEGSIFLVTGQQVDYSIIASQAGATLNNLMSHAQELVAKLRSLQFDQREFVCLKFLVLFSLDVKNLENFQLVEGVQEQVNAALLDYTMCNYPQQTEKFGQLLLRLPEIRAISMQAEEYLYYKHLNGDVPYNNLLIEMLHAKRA
Shn3 inh set2: Schnurri-3 reporter inhibition in Clone20 osteoblasts. Clone20 osteoblast Shn3 3'UTR firefly luciferase, 24 h. inhibition, % at 12.5 µM. 360,000 compounds, 0.52% hits;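 active = mean inhibition of at least 75% with every replicate also reaching 75%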;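 note: 0% = median of neutral control wells and 100% = pilot-screen positive control compound; some compounds past the cut are filed as inactive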
C8 TRAIL sens: sensitizes caspase-8 expressing cells to TRAIL | NB7+C8 cells + TRAIL, ATPlite viability luminescence | inhibition (viability loss, TRAIL sensitization), % at 10 µM | 360,000 compounds, 1% hits | AID 624354;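 active = compounds causing at least 50% loss of cell viability in the single-dose screen, relative to plate controls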
TWEAK Fn14 block: TWEAK-Fn14 signaling inhibition | TWEAK-stimulated Fn14 reporter cells, luciferase luminescence, 8 h | inhibition, % at 10 µM | 360,000 compounds, 2% hits | AID 1159606; in the data active = inhibition above about 50%
NCOA1 inh: inhibitors of human steroid receptor coactivator 1 (SRC1). Q15788. HEK293 GAL4-SRC1 luciferase reporter, luminescence. inhibition, % at 3.6 µM. 360,000 compounds, 0.12% hits;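 active = inhibition above the campaign mean plus 3 SD, with each screening campaign given its own cutoff, cut at about 60% in these data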;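 note: 0% = DMSO treated cells and 100% = gossypol at 36 µM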
An asterisk follows results filed as active; / = not tested or not shown. Some of the compounds tested, so the mix of outcomes need not match the whole.

Structure	TROY signal inh	EBV LMP1 NFkB	NR2F2 inh	NCOA3 inh	CF NFkB inh	KKLEB cytotox	NR5A2 inv ag	Shn3 inh set2	C8 TRAIL sens	TWEAK Fn14 block	NCOA1 inh
CCN(CC)S(=O)(=O)c1ccc(N2CCOCC2)c(NC(=O)c2cc3ccccc3o2)c1	12.1	-15.4	2.7	14.9	-4.6	6.2	19.4	12.4	-7.1	6.3	12.3
COc1ccc(NC(=O)CS(=O)(=O)c2ccccc2Cl)cc1	-26.6	-1.5	-1.4	-23.7	14.7	-12.5	-26.6	-9.2	5.8	2.1	-3.9
CC1=C(C(=O)N2CCOCC2)C(c2ccc(C)cc2)NC(=S)N1 (stereo not drawn)	-3.3	4.2	10.9	8.5	-0.1	-7.7	-0.2	11.7	7.6	-4.3	8.8
COc1ccc(CCNC(=O)COC(=O)c2cnc(C)cn2)cc1OC	-3.4	-7.8	-19.8	-18.0	-1.8	-7.6	-1.6	-2.2	-19.7	-6.1	-35.0
COc1ccc(NC(=O)CSc2nc3[nH]ncc3c(=O)n2-c2ccccc2C)cc1OC	8.2	2.8	-3.5	6.4	-15.7	-1.3	0.8	-4.4	-15.8	-14.8	-13.4
Cc1ccc(-n2c(C)nnc2SCC(=O)N2CCc3ccccc3C2)cc1C	16.5	10.5	15.3	7.0	-8.9	4.2	22.3	-9.3	6.7	-3.0	-15.9
COc1ccc(NC(=O)CSc2ccccc2)cn1	-44.2	-1.8	-22.1	-30.6	-16.5	14.6	-39.5	-28.5	-1.2	-11.8	-37.8
OC[C@H]1O[C@H](c2nc(-c3nc(-c4cccc(-n5cccc5)c4)no3)cs2)C[C@@H]1O	18.6	/	-2.9	-28.6	12.1	-4.7	-38.6	-32.7	21.0	0.4	-8.1
CCCOC(=O)Nc1c(C)cccc1C(C)C	-1.1	-2.8	1.4	6.7	4.0	2.6	-6.4	9.0	0.9	14.5	-2.3
CCCC(c1nnnn1CS(=O)(=O)c1ccc(C)cc1)N1CCN(CC)CC1 (stereo not drawn)	-8.2	-6.9	-1.7	-9.7	-16.5	4.1	-9.3	18.1	9.0	-10.1	-3.3

Next section:
Structure	TROY signal inh	EBV LMP1 NFkB	NR2F2 inh	NCOA3 inh	CF NFkB inh	KKLEB cytotox	NR5A2 inv ag	Shn3 inh set2	C8 TRAIL sens	TWEAK Fn14 block	NCOA1 inh
COc1cccc(OCc2cc(C(=O)N3CCN(C(C)=O)CC3)no2)c1	-38.9	-15.3	-46.3	-62.4	-10.8	12.4	-53.9	-12.7	1.2	-28.2	-59.0
CCOC(=O)N1CCC(N(CCOC)C(=O)Nc2ccc(CC)cc2)CC1	-28.3	-0.9	-9.3	10.5	14.1	8.1	-7.2	12.1	1.9	-14.1	6.4
CC(C)c1ccccc1NC(=O)Nc1nc(C(N)Cc2ccc(C(F)(F)F)cc2)cs1 (stereo not drawn)	1.4	/	-0.8	0.8	32.5	-23.9	25.1	98.3*	33.6	4.0	4.6
COc1ccc(N2C(=O)C3CCCN3C2c2cccc(F)c2)cc1Cl (stereo not drawn)	-10.4	-9.6	14.0	-2.1	13.7	4.1	4.3	6.0	1.4	-3.5	4.1
C[C@H](CO)N1C[C@H](C)[C@H](CN(C)Cc2cncnc2)Oc2ncc(C#CC3(O)CCCC3)cc2C1=O	1.9	0.3	-15.1	-10.3	-9.0	1.1	-7.5	-12.3	10.5	-1.3	0.5
Cc1cccc(NC(=S)NCc2cccs2)c1	-15.1	10.5	-0.2	14.1	13.1	1.1	3.3	7.0	-5.5	-0.5	-9.5
CCCNc1nc2c(c(=O)[nH]c(=O)n2C)n1Cc1ccc(F)cc1	-4.9	15.6	-10.1	-1.7	3.2	-10.3	-25.7	-6.9	-10.8	-12.0	4.3
CCOC(=O)c1ccc2nc(C)c(C)nc2c1	-34.8	-10.4	-12.6	-9.7	-22.4	-1.2	-21.1	-30.9	15.9	-6.8	-28.9
N#CCCn1cc(C(=O)Nc2ccc(C(=O)O)cc2)c(-c2cc3ccccc3o2)n1	-1.0	2.5	-10.9	6.1	-8.0	-4.9	4.1	-14.2	6.1	13.3	-26.9
O=C1OC(CC(=O)N(Cc2nnc(-c3ccc(Cl)cc3)o2)C2CC2)c2ccccc21 (stereo not drawn)	-14.1	-5.8	-20.6	2.0	16.6	-4.2	8.5	-4.5	-11.0	-8.2	1.2

(listing goes on)
Structure	TROY signal inh	EBV LMP1 NFkB	NR2F2 inh	NCOA3 inh	CF NFkB inh	KKLEB cytotox	NR5A2 inv ag	Shn3 inh set2	C8 TRAIL sens	TWEAK Fn14 block	NCOA1 inh
C=CCc1ccc(OCC(O)CN2CCc3ccccc3C2)c(OC)c1 (stereo not drawn)	0.4	-1.0	1.4	25.3	27.4	-12.2	7.3	-21.3	10.4	-6.5	9.6
Cc1ccc(NC(=O)c2cc(C)nc3ccccc23)c(C)c1	18.8	9.0	-17.0	11.3	-0.3	5.0	-4.3	-1.0	-6.4	0.5	4.1
CCC(NC(=O)NCc1cccnc1)(C(F)(F)F)C(F)(F)F	-17.6	-3.2	-0.4	10.5	7.9	1.0	4.2	21.4	-14.6	-10.6	-10.5
COc1ccc(C2=NOC(C(=O)NCc3ccccn3)C2)cc1OC (stereo not drawn)	11.4	0.6	-15.4	6.2	14.2	-10.8	-5.3	24.7	0.0	6.5	1.0
CN1C(=O)/C(=C\c2cc(N=Nc3ccccc3)ccc2O)SC1=S	26.3	4.6	-6.7	-7.1	50.1*	-36.3	-2.4	14.3	-0.9	50.0	-18.2
Cc1ccc(CNC(=O)C2CC(=O)N(CCC(C)C)C2)cc1 (stereo not drawn)	3.1	-2.8	-0.7	-0.5	11.2	-13.8	3.4	-12.4	1.3	-8.7	-92.0
N#CC1=C(N)Oc2n[nH]c(-c3ccccc3)c2C1c1ccsc1 (stereo not drawn)	15.5	-8.0	16.2	-6.3	17.0	-24.1	-11.4	-9.4	-7.2	17.9	11.5
O=C(C1CC=CCC1)N1CCC(CO)(Cc2ccc(Cl)cc2)CC1 (stereo not drawn)	3.3	11.6	15.9	10.7	14.1	-4.3	-19.8	13.5	-4.3	-1.6	11.6
COc1ccc(CNc2nc(NCc3ccc(OC)cc3)n(C(=O)c3ccccc3[N+](=O)[O-])n2)cc1	-35.8	-9.5	-12.5	-20.1	-5.9	7.9	-9.0	-15.3	-8.5	-26.4	-5.5
CCCn1c(SCC(=O)NCCc2ccccc2)nnc1-c1ccccn1	-17.5	-4.0	-10.4	0.1	-7.8	0.6	6.3	15.9	-9.7	-5.6	-45.1

(more compounds)
Structure	TROY signal inh	EBV LMP1 NFkB	NR2F2 inh	NCOA3 inh	CF NFkB inh	KKLEB cytotox	NR5A2 inv ag	Shn3 inh set2	C8 TRAIL sens	TWEAK Fn14 block	NCOA1 inh
CCOC(=O)c1c(NC(=O)CSc2nnc(-c3cccnc3)o2)sc(C(C)=O)c1C	13.8	17.9	3.1	-9.4	18.3	-23.7	-1.8	17.0	2.0	1.1	-9.2
Cc1ccc(OCC(=O)Nc2cccc(-c3nnc(-c4ccccc4)o3)c2)c(C)c1	-29.6	7.8	-6.2	0.6	12.8	21.6	-1.5	-10.7	25.9	13.5	-7.4
CCOC(=O)N1CCN(C(=O)c2ccc3c(=O)n(-c4ccc(OC)cc4OC)c(=S)[nH]c3c2)CC1	18.7	1.2	15.5	11.7	-5.2	-7.3	-6.7	0.6	-4.1	12.3	6.8
O=C(NC(=S)Nc1ccccc1OC(F)F)c1ccc2c(c1)OCO2	-35.7	-32.7	-30.8	-1.2	-12.6	6.3	-4.0	-38.5	7.1	-29.0	-43.5
C[C@H](NC(=O)c1nc[nH]c1C(=O)N1CCc2ccccc2C1)c1ccccc1	1.9	2.9	-9.8	2.4	-13.7	5.6	-10.3	-13.8	11.1	22.9	-24.8
Cc1nc(NC(=O)COC(=O)CCc2ccccc2)c(Cl)cc1Cl	1.6	-2.4	-0.8	13.5	-12.7	5.8	10.2	1.9	2.1	-6.6	2.8
CCN(CC(=O)NCc1ccc(F)cc1)C(=O)c1oc2ccccc2c1C	3.2	-7.5	-6.6	6.3	-3.3	-8.0	7.8	-3.2	-1.8	-0.3	10.7
Cn1c(NCc2ccc3occc3c2)nc2cc(-c3ccc(F)cc3)sc2c1=O	-9.7	/	-6.9	-20.6	-5.0	-4.9	-14.3	-10.5	18.1	23.6	-1.6
C=CCNC(=O)C1CC(=O)N(c2ccc(OCC(=O)Nc3ccc(Cl)c(C(F)(F)F)c3)cc2)C1 (stereo not drawn)	15.7	0.3	-2.7	-12.3	-3.1	-7.8	20.5	54.7	-7.9	3.1	-9.0
CCCc1nnc(NC(=O)c2cc3ccccc3o2)s1	-53.0	-2.6	-15.9	-59.8	-5.0	2.4	-37.0	-72.4	1.3	-11.9	-34.5

(further entries)
Structure	TROY signal inh	EBV LMP1 NFkB	NR2F2 inh	NCOA3 inh	CF NFkB inh	KKLEB cytotox	NR5A2 inv ag	Shn3 inh set2	C8 TRAIL sens	TWEAK Fn14 block	NCOA1 inh
COc1ccc(C(=O)CSc2ccc(-c3ccc(C)cc3)nn2)cc1	1.3	-12.8	-30.6	-35.2	7.6	6.9	-101.4	-20.0	1.6	-14.0	-73.6
COc1cc(C(=O)Nc2ccccc2-c2nnn(CC(N)=O)n2)cc(OC)c1OC	-16.4	3.5	0.8	4.6	-17.3	5.8	4.1	-2.7	-2.1	-3.5	6.3
CC(C)c1ccc(NC(=O)NCc2cccnc2)cc1	-30.1	-7.2	-20.3	-4.2	-38.5	7.1	-49.9	-9.6	-29.8	-5.5	-12.4
O=C(O)CC1(CC(=O)O)Nc2ccccc2SC1=O	0.3	-8.4	-5.1	-11.8	17.2	-22.1	-3.5	-5.5	-1.5	5.2	0.6
COCCOC(=O)C1=C(C)NC(=O)CC1c1cc2c(cc1Br)OCO2 (stereo not drawn)	3.4	5.3	-2.9	5.7	10.7	-2.8	-3.5	-3.3	11.8	-4.8	-26.5
FC(F)(F)c1ccnc(NCc2ccco2)n1	6.8	-15.4	-8.3	15.1	-7.7	8.9	-2.8	-13.4	-4.2	-6.2	-30.4
CCCc1cc(=O)oc2c3c(cc(OCC(=O)NCCCn4ccnc4)c12)OC(C)(C)CC3	5.1	-9.8	20.0	13.9	14.3	-11.3	4.1	6.1	14.2	10.4	-6.3
